Screening results deposited in PubChem by National Center for Advancing Translational Sciences (NCATS).
TDP1 cell noCPT = qHTS for Inhibitors of human tyrosyl-DNA phosphodiesterase 1 (TDP1): qHTS in cells in absence of CPT | DT40 Tdp1-/- hTDP1 cells, no CPT, ATP luminescence, 48 h | 420,000 compounds, 15% hits | Potency, µM (series often up to 46.2 µM), for the others: at the top dose activity change, negative = growth inhibition, hits mostly inhibitors; further: nearly all actives have a fitted effect of over 55% in size
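Growth kinetics read by CellTiter-Glo luminescence after ≥48 hr at 37 °C. Cells: DT40 Tdp1-/- stably carrying human TDP1, 400 per well, compound exposure in the absence of CPT (DMSO vehicle).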
TDP1 cell CPT = DT40-hTDP1 cell growth loss with CPT; Potency, µM (titrated, usually from 46.2 µM), without a hit: top-dose activity change, negative = growth inhibition, most hits filed as inhibitors; 420,000 compounds, 12% hits; chicken DT40 Tdp1-/-;hTDP1 cells + 20 nM CPT, ATP luminescence, 48 h; AID 686979; further: nearly all actives have a fitted effect of over 55% in size
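Chicken DT40 Tdp1-/- cells stably complemented with human TDP1 were seeded at 400 cells/well in medium containing 20 nM camptothecin, exposed to pin-transferred compounds, and grown at 37 °C for at least 48 hr. Viability was read as ATP luminescence.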
TDP1 inh = blocks human tyrosyl-DNA phosphodiesterase 1; Q9NUW8; recombinant TDP1, AlphaScreen DNA substrate cleavage; Potency, µM (series often up to 130 µM), without a hit: at the top dose activity change, negative = inhibition, actives largely listed as inhibitors; 350,000 compounds, 0.28% hits; AID 485290; further: nearly all actives have a fitted effect of over 40% in size
Target sequence (Q9NUW8 whole entry, looked up): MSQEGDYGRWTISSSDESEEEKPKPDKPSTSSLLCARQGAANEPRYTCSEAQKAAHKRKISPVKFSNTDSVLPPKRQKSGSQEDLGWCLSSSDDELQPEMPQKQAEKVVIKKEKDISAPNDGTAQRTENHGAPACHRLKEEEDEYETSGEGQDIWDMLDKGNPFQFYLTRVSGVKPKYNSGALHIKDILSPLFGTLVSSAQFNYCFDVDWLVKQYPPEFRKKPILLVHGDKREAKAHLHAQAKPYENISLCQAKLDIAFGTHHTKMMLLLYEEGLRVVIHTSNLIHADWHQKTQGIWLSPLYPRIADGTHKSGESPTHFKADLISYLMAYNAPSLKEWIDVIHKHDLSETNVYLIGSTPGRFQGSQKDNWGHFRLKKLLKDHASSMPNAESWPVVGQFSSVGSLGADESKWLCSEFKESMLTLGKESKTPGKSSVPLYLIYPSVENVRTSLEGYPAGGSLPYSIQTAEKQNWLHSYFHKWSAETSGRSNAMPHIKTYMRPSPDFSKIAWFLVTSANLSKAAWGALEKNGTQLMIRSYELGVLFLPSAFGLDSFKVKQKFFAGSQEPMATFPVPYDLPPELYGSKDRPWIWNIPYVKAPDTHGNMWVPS
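E. coli-derived human Tdp1, 1 nM final. Cpd preinc 15 min RT; substrate 15 nM final, 5 min RT; AS bead mix 10 ug/ml final, 10 min RT. Signal loss = tyrosine-FITC cleavage. No-enzyme wells = max signal.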
* = called active by the depositor; ? = inconclusive; / = not tested or not shown. The call rests on the fitted dose curve; in most records, active means well fitted curve in the direction sought with a large enough effect; inconclusive means small, poorly fitted or top-dose-only effect, or another doubt; inactive means no such curve, though single readings can be large; an effect the other way counts as inactive or inconclusive. On the % scale 0 is the no-effect control and ±100 the full control effect; potency means the concentration at half of the fitted maximal effect. Not a hit list; 18% or so of the library scored in one or more.

SMILES	TDP1 cell noCPT	TDP1 cell CPT	TDP1 inh
CC(C)NC(=O)Nc1ccc2c(c1)C(=O)N([C@@H](C)CO)C[C@@H](C)[C@@H](CN(C)S(=O)(=O)c1ccc(F)cc1)O2	-18%	-9%	2%
Cc1cc(NC(=O)CN2C(=O)NC3(CCCCC3)C2=O)no1	10%	2%	0%
CSc1ccc(/C=C/C(=O)OCC(=O)N2CCN(c3ccccc3)CC2)cc1	-7%	-11%	/
OC[C@@H]1CN(Cc2ccc(F)cc2)C[C@H](n2cnc3c(NCc4ccncc4)ncnc32)O1	-5%	?	/
CCC(C)c1ccc(OCC(=O)Nc2cccc(C(=O)Nc3ccc(C(=O)O)cc3)c2)cc1 (stereo not given)	-23%	-19%	3%
CCN(C[C@H]1N[C@@](Cc2ccccc2)(C(=O)OC)[C@H]2C(=O)N(C)C(=O)[C@@H]12)S(=O)(=O)c1ccc(C(C)(C)C)cc1	18µM*	?	2%
COc1ccc2ncc3c(-c4ccc(C)c(C)c4)nn(CC(=O)NC4CCCC4)c3c2c1	6.5µM*	5.2µM*	5%
CCOC(=O)C1CCN(C(=O)c2ccc3c(=O)n4nc(Nc5ccccc5CC)sc4nc3c2)CC1	10µM*	13µM*	/
O=C(COC(=O)c1ccc(S(=O)(=O)N2CCCC2)cc1)NCc1ccc(F)cc1	-7%	0%	3%
Oc1ccc(-c2n[nH]c(C(F)(F)F)c2-c2ccccc2)c(O)c1	1.6µM*	1.8µM*	/
O=C(Cc1c(F)cccc1Cl)NC1=NCCS1	-16%	?	1%
Cc1nc2ccc(S(=O)(=O)NC(C(=O)N3CCN(c4ccc(Cl)cc4)CC3)C(C)C)cc2s1 (stereo not given)	?	?	9%
CCOC(=O)[C@H]1[C@H]2COc3ccc(Br)cc3[C@@H]2N2C(=O)CN(C)C(=O)[C@@]12C	-3%	-17%	/
COc1ccccc1CN1CCNC(=O)C1CC(=O)NCCCN1CCCC1=O (stereo not given)	6%	-2%	-1%
CCOC(=O)c1ccc(NC(=O)CCn2c(=O)c3cccn3c3ccccc32)cc1	-13%	?	3%
CCc1ccc(S(=O)(=O)c2nnn3c2nc(N2CCCC2)c2sccc23)cc1	-2%	-15%	3%
COc1ccc(/C=C(/NC(=O)c2ccc(Br)cc2)C(=O)Nc2cccc(C(=O)O)c2)cc1	11%	0%	/
Cc1ccc(S(=O)(=O)N2C[C@@H](C)[C@]3(C2)[C@H](O)[C@H](OC(=O)Nc2c(C)noc2C)C[C@H]2C(=O)N(c4ccccc4)C(=O)[C@H]23)cc1	-21%	6%	/
CCN(CC)S(=O)(=O)c1ccc(Oc2cccc(C(C)=O)c2)nc1	-4%	-3%	-8%
O=C(COC(=O)c1cccc(C(=O)OCC(=O)NC2CCCCC2)n1)NC1CCCCC1	0%	-1%	5%
COc1ccc(NC(=O)CN(C)C(=O)C2=COCCO2)cc1	-5%	-8%	/
CCN(CC)CCNC(=O)Cn1cnc2sc(C)c(S(=O)(=O)N3CCN(c4ncccn4)CC3)c2c1=O	3%	2%	-2%
COc1ccccc1NC(=O)c1nn(C)c(C(=O)Nc2ccccc2OC)c1[N+](=O)[O-]	?	10%	/
Cc1cnc(CNc2cc(-c3ccc(N(C)C)cc3)ncn2)cn1	-12%	-27%	/
Cc1cc(=O)oc(C)c1C(=O)NCCCN1C(C)CCCC1C (stereo not given)	2%	-5%	4%

Record cards, as listed above. Screens in order: TDP1 cell noCPT, TDP1 cell CPT, TDP1 inh
Cc1nc2ccc(S(=O)(=O)NC(C(=O)N3CCN(c4ccc(Cl)cc4)CC3)C(C)C)cc2s1 (stereo not given) is entered as ?, ?, 9%
Cc1ccc(S(=O)(=O)N2C[C@@H](C)[C@]3(C2)[C@H](O)[C@H](OC(=O)Nc2c(C)noc2C)C[C@H]2C(=O)N(c4ccccc4)C(=O)[C@H]23)cc1 is entered as -21%, 6%, /
O=C(COC(=O)c1ccc(S(=O)(=O)N2CCCC2)cc1)NCc1ccc(F)cc1 is entered as -7%, 0%, 3%
O=C(Cc1c(F)cccc1Cl)NC1=NCCS1 is entered as -16%, ?, 1%
CCN(C[C@H]1N[C@@](Cc2ccccc2)(C(=O)OC)[C@H]2C(=O)N(C)C(=O)[C@@H]12)S(=O)(=O)c1ccc(C(C)(C)C)cc1 is entered as 18µM*, ?, 2%

The results go on:
SMILES	TDP1 cell noCPT	TDP1 cell CPT	TDP1 inh
Cn1c(Cc2ccccc2)nnc1SCC(=O)Nc1ccccc1	8%	25%	-2%
O=C(CN1C2CCCC1CC(NC(=O)C1CCCCC1)C2)Nc1ccccc1C(F)(F)F (stereo not given)	15µM*	23µM*	/
O=C(Nc1cccc(F)c1)C1CCCN(S(=O)(=O)c2cnc[nH]2)C1 (stereo not given)	13%	-1%	1%
CCCCN(C(=O)c1ccc2c(c1)S(=O)(=O)N=C1CCCCCN12)c1c(N)n(CC(C)C)c(=O)[nH]c1=O	18%	-8%	/
Cc1ccc(NC(=O)CN(C)S(=O)(=O)c2ccc3c(c2)n(C)c(=O)c(=O)n3C)cc1F	-23%	3%	1%
CC(C)C[C@@H](CN1CCC[C@H]1CN1C(=O)C(=O)NC[C@@H]1Cc1ccc(O)cc1)N1C[C@H](Cc2ccccc2)N(CC2CCCCC2)C(=O)C1=O	?	?	/
COc1ccc(NC(=O)CSc2nc(C)c3c(c2C#N)CCCC3)cc1	-12%	?	0%
COC(=O)c1ccc(C2C(C(=O)c3ccc(C)o3)=C(O)C(=O)N2c2cc(C)on2)cc1 (stereo not given)	10%	-7%	5%
CCC(C(=O)OCC(=O)NC(=O)c1ccccc1OC)c1ccccc1 (stereo not given)	3%	4%	0%
Cc1cc(C(=O)OCC(=O)Nc2cc(C)on2)c2ccccc2n1	-11%	-9%	7%
CC(C)N1C(=O)c2ccccc2C1C(=O)NC1CCCCCC1 (stereo not given)	-1%	1%	2%
CCc1sc(Nc2ccc(Cl)cc2)nc1-c1cc2cccc(OC)c2oc1=O	21µM*	?	2%
Cc1nc2c(C)cccn2c(=O)c1NC(=O)c1cccc2ccccc12	-17%	-18%	-3%
CC(=O)Nc1scc(-c2ccccc2)[n+]1-c1ccc(C)cc1	13µM*	15µM*	2%
CC(=O)c1cccc(NC(=O)Nc2ccc3c(c2)CCC3)c1	-13%	-18%	2%
COc1ccc(CNC(=O)CN2CCN(c3ccc(F)cc3)CC2)cc1	-5%	-4%	/
Cc1cccc(N2CCN(C(=S)Nc3ccc4nc(N5CCN(C)CC5)cc(C)c4c3)CC2C)c1 (stereo not given)	21µM*	?	5%
CCN(C(=O)C1CCCN1S(=O)(=O)c1cccc2nsnc12)c1ccccc1 (stereo not given)	-14%	-5%	1%
COc1ccc(C)cc1NC(=O)COC(=O)Cc1c[nH]c2ccccc12	-19%	-6%	/
COc1ccc(C(CNC(=O)Cc2cccs2)N(C)C)cc1 (stereo not given)	1%	-2%	9%
CCCN1CCN(c2cc3c(cc2F)c(=O)c(S(=O)(=O)c2ccc(CC)cc2)cn3CC)CC1	21µM*	?	-2%
CCOCCCNC(=O)C(NC(=O)c1ccc2c(c1)OCO2)c1ccc(OC)cc1 (stereo not given)	-7%	-24%	3%
COc1ccccc1OC(=O)C1CC(=O)N(c2ccc(Cl)cc2)C1 (stereo not given)	1%	-15%	2%
COc1ccc(OC)c2[nH]c(C(=O)O)cc12	-9%	-5%	1%
Oc1ccc2ccccc2c1C=NC12CN3CCN(CN(C3)C1)C2	?	13µM*	8%
SMILES	TDP1 cell noCPT	TDP1 cell CPT	TDP1 inh
CCOC(=O)c1ccc[n+](CC(=O)c2ccccc2)c1	-18%	1%	0%
CNC(=O)NC(=O)CSc1nnc(C(F)(F)F)n1C	0%	-23%	3%
NC(Cc1ccc2nonc2c1)C(=O)O (stereo not given)	0%	-6%	0%
O=C(N1CCN(Cc2ccc3c(c2)OCO3)CC1)C12CC3CC(CC(C3)C1)C2	?	?	3%
O=C(CC1N=C2c3ccccc3N=C(SCC(=O)Nc3ccc(F)cc3)N2C1=O)NCc1ccco1 (stereo not given)	16µM*	?	4%
CC(=O)Nc1ccc(C(=O)Nc2nc(-c3ccccn3)cs2)cc1	15µM*	16µM*	8%
O=C1CN(CN2CCCCC2)C(=O)CN1CN1CCCCC1	?	?	/
CCn1cc(/C=C(\NC(=O)c2ccccc2F)C(=O)NCCCN2CCOCC2)c2ccccc21	8%	4%	3%
COc1cc2c(C(=O)O)c(C)n(C)c2c2ccccc12	26%	-17%	/
CC(=O)Nc1ccc(-c2nnc(SCc3ccccc3C#N)n2C)cc1	3%	-9%	5%
CCNc1nc2ccccc2[nH]1	-21%	1%	2%
O=C(O)CSc1c2ccccc2cc2ccccc12	10%	5%	/
Cc1ccn(CC(C)C(=O)O)n1 (stereo not given)	3%	19%	-2%
CCOC(=O)c1c2ccc(OCC(=O)N/N=C/c3ccc(C)cc3)cc2n2ccccc12	18µM*	?	2%
Cc1ccccc1N=C1NC(=O)/C(=C/c2cccn2C)S1	23µM*	16µM*	10%
Cc1cc(C(=O)Nc2ccon2)c(C)o1	-2%	-13%	8%
CN1C(=O)NC(NC(=O)C2CCCCC2)(C(F)(F)F)C1=O (stereo not given)	4%	2%	7%
O=c1oc2cc(Oc3ccc(C(F)(F)F)cc3[N+](=O)[O-])ccc2c2c1CCCC2	?	?	-8%
Clc1ccc(Cn2nnc(-c3ccccc3)n2)cc1	-9%	-3%	-10%
C/C=C(\C)CN1CCC(n2nccc2NC(=O)CCCc2ccccc2)CC1	1%	0%	2%
CN(Cc1ccco1)c1ncncc1-c1ccccc1Cl	?	?	/
COc1cccc(NC(=O)c2oc3ccccc3c2NC(=O)c2ccc3c(c2)OCO3)c1	?	14µM*	-1%
COc1ccc(CCNC(=S)NC(=O)c2ccccc2)cc1C	?	?	7%
Cc1cc(C)c(/C=C/c2onc(C)c2S(=O)(=O)N2CCC(C(=O)N3CCN(c4ccccc4)CC3)CC2)c(C)c1	13µM*	16µM*	3%
O=C(Nc1ccccc1Cl)C1(c2ccccc2)CC1(Cl)Cl (stereo not given)	12µM*	-18%	3%

Look-ups from the entries so far.
`C/C=C(\C)CN1CCC(n2nccc2NC(=O)CCCc2ccccc2)CC1` in TDP1 cell noCPT has 1%
`O=C(CC1N=C2c3ccccc3N=C(SCC(=O)Nc3ccc(F)cc3)N2C1=O)NCc1ccco1` (stereo not given) in TDP1 cell noCPT has 16µM*

Carrying on.
SMILES	TDP1 cell noCPT	TDP1 cell CPT	TDP1 inh
C=CCOC(=O)/C(=C\c1ccccc1)NC(=O)c1ccco1	-16%	-21%	1%
O=[N+]([O-])c1cc([N+](=O)[O-])c2cc(-c3cccnc3)[nH]c2c1	?	6%	/
O=C(Cn1c(=S)[nH]c2ccccc2c1=O)N1CCN(c2ccc(F)cc2)CC1	?	-30%	4%
Cc1cc(NC(=O)CSc2n[nH]c(-c3cccs3)n2)no1	-20%	-15%	/
CC(C)[C@H](NC(=O)[C@@H]1CSC2c3ccccc3C(=O)N21)C(=O)NCc1ccco1 (stereo not given in full)	-2%	-29%	3%
Cc1cccc(N(C(=O)c2ccco2)C(C(=O)NC2CCCC2)c2cccnc2)c1C (stereo not given)	-26%	-10%	-6%
CCC(C(N)=O)N1C(=O)C2C3CCC(C3)C2C1=O (stereo not given)	0%	0%	/
COc1cc(/C=C(\C#N)C(=O)NCc2cccs2)ccc1O	-24%	-16%	4%
COc1ccc(S(=O)(=O)N2Cc3ccccc3CC2C(=O)Nc2ccc(O)cc2)cc1OC (stereo not given)	?	-10%	7%
CCSc1nnc2c3cc(CC)ccc3n(C)c2n1	?	?	/
CNc1c(NS(=O)(=O)c2ccc(Cl)s2)c(=O)oc2ccccc12	-20%	0%	5%
CN(CCC1CCOCC1)C(=O)CC1C(=O)NCCN1C/C=C/c1ccccc1 (stereo not given)	4%	1%	6%
CCOc1ccc(S(=O)(=O)N2CC(=O)Nc3ccccc32)cc1	?	?	/
C[C@@H]1CCCCO[C@@H](CN(C)C(=O)Cc2ccccc2)[C@@H](C)CN([C@H](C)CO)C(=O)c2cc(N(C)C)ccc2O1	-23%	-12%	/
CCOC(=O)Cc1csc(NC(=O)CSc2ncnc3c2cnn3-c2ccc(OC)cc2)n1	15µM*	?	8%
CCn1c(O)c(C=NCc2cccs2)c(=O)n(CC)c1=S	-28%	0%	-2%
COc1ccc(OC)c(NC(=O)C2CCC(CNc3c(N4CCOCC4)c(=O)c3=O)CC2)c1 (stereo not given)	-2%	-3%	1%
Nc1cc(S(=O)(=O)c2ccc(N3CCCCC3)c(N)c2)ccc1N1CCCCC1	12µM*	9.2µM*	/
O=C(NCc1ccc2c(c1)OCO2)c1cccc(S(=O)(=O)N2CCCC2)c1	-25%	6%	0%
